Polio RdRp inh – poliovirus RdRp elongation inhibitors, primary screen, biochemical, fluorescence polarization, total intensity | Genome polyprotein (Poliovirus type 1 (strain Mahoney)), P03300 | poliovirus polymerase elongation; active compounds read low | % elongation, % (compound at 16.7 µg/mL) | 150,000 tested, 0.66% active | AID 588519, 2011; in the data active = % elongation below about 90%; also: some results filed as inactive read as strong as hits
Target sequence (P03300 1749-2209 limits assumed): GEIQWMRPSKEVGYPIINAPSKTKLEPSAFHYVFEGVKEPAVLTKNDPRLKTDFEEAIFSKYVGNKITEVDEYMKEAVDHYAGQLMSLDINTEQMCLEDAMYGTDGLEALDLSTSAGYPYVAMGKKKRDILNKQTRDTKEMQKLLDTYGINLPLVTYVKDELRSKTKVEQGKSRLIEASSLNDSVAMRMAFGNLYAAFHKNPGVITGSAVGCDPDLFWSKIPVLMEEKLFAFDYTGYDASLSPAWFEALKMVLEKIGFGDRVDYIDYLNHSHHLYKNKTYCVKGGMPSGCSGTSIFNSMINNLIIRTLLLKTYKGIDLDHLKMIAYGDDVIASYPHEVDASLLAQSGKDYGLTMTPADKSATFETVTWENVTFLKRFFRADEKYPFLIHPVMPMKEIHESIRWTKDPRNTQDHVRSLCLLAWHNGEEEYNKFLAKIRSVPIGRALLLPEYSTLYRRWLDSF
Polio RdRp inh FP z-score – recorded beside Polio RdRp inh, whose call it bears; z-score; measured here: FP z-score; hits read low
* hit, by the source's call. These rows are one share of the data, so the mix of outcomes need not match the whole.

Results follow in this order: Polio RdRp inh, Polio RdRp inh FP z-score
COc1cc(NC(=O)CCc2c(C)nn(-c3ccc4nnc(C)n4n3)c2C)cc(OC)c1OC
→ 107.0, -0.1
COc1ccc(C(=O)COC(=O)c2ccc(N(C)C)cc2)cc1
→ 104.0, 0.2
Nc1ccc(Cc2nc3ccccc3s2)cc1
→ 104.0, 0
Cc1cc(N2CCCCC2)nc2ccc(NC(=O)/C=C/c3ccccc3Cl)cc12
→ 109.0, 0.7
CCCN(CC(=O)Nc1ccccc1C)C(=O)c1cc(=O)[nH]c2ccccc12
→ 106.0, 0.5
Cc1nnc(SCC(=O)Nc2ccc3[nH]c(=O)[nH]c3c2)n1-c1ccccc1
→ 102.0, 0
COCCNC(=O)c1ccc(Cn2c(SCC(=O)NC(C)C)nc3ccccc3c2=O)cc1
→ 98.0, -1.9
NC(=S)c1ccccc1N
→ 55.0*, -8.8*
CCOc1ccc(NC(=O)c2c(NC(=O)Cc3ccccc3)sc3c2CCCC3)cc1
→ 99.0, -1.2
Cc1cccc(-n2c3nc(=O)[nH]c(=O)c-3cc3ccccc32)c1
→ 102.0, 0.1
Cc1ccc(-c2c(C(=O)N3CCN(c4ccc(F)cc4)CC3)oc(=O)c3ccccc23)cc1
→ 112.0, 0.8
O=C(Nc1cnn(Cc2ccc(Cl)cc2)c1)c1ccccc1
→ 102.0, 0.3
CN(CC(=O)N1CCc2ccccc2C1)S(=O)(=O)c1cnc[nH]1
→ 101.0, -0.3
COc1cc(C2CC(=O)n3nc(-c4ccccc4)nc3S2)cc(OC)c1OC (stereo unspecified)
→ 104.0, 0.5
Cc1nn(CCO)c(C)c1Oc1ccccc1O
→ 102.0, 0.5

The final three compounds of the part before are carried over, then new ones follow.
Results follow in this order: Polio RdRp inh, Polio RdRp inh FP z-score
CN(CC(=O)N1CCc2ccccc2C1)S(=O)(=O)c1cnc[nH]1
→ 101.0, -0.3
COc1cc(C2CC(=O)n3nc(-c4ccccc4)nc3S2)cc(OC)c1OC (stereo unspecified)
→ 104.0, 0.5
Cc1nn(CCO)c(C)c1Oc1ccccc1O
→ 102.0, 0.5
Cc1oc(C2CC2)cc1C(=O)O
→ 100.0, -0.6
COc1cc(C=Nc2ccc(Cl)cc2)ccc1OC(=O)/C=C/c1cccs1
→ 106.0, 0.5
CN(C(=O)Cn1cc(S(=O)(=O)Cc2ccccc2Cl)c2ccccc21)c1ccccc1
→ 109.0, 0.8
Cc1ccc(NC(=O)Cn2cc(S(=O)(=O)c3ccc(C)cc3)c(=O)c3cc4c(cc32)OCO4)cc1
→ 107.0, -0.1
O=C(c1c[nH]c2ccccc12)C(Sc1nnc(C2CC2)o1)c1ccccc1 (stereo unspecified)
→ 95.0, -0.9
CCOC(=O)C1=C(C2CC=CCC2)NC(=S)NC1C (stereo unspecified)
→ 103.0, -0.1
NC(=O)Cn1c(CN2CCCC2c2nc3ccccc3s2)nc2ccccc2c1=O (stereo unspecified)
→ 107.0, 0.5
COC(=O)C(C(=O)OC)=C1C2CC3CC(C2)CC1C3
→ 103.0, 0.2
CCN1C(=O)C[C@@H](C(=O)O)[C@@H]1c1ccc(OC)cc1OC
→ 103.0, 0
C/C=C1\CC(C)C(C)(O)C(=O)OCC2CCN3CCC(OC1=O)C23 (stereo unspecified)
→ 101.0, 0.1
Cc1ccc(Cn2ccsc2=NC(=O)CSc2nnc(-c3cccnc3)n2N)cc1
→ 110.0, 1.1
Cc1ccc(-n2nnnc2-c2c[nH]c3cc(Cl)ccc23)cc1
→ 102.0, 0.2
Cc1c(C(=O)CSc2n[nH]c(=O)n2Cc2ccco2)sc2ccc(Cl)cc12
→ 102.0, 0.2
Cc1cc(C(=O)Nc2ccc3nc(C)sc3c2)c(C)o1
→ 109.0, -0.1
O=C1CCC(=O)N1CCOP1(=O)COc2ccccc2OC1
→ 102.0, 0
COc1ccccc1OC(C)C(=O)NCc1ccccc1 (stereo unspecified)
→ 104.0, 0.8
Cc1ccc(C)c2sc(NC(=O)c3ccc(S(=O)(=O)N4CCCC4)cc3)nc12
→ 109.0, 0.3
CCN(CC(=O)Nc1cc(C)c2c(=O)oc3ccccc3c2n1)Cc1ccccc1
→ 100.0, -0.3
CC1(C)C2CCC1(C)C(NCc1ccccc1)C2 (stereo unspecified)
→ 103.0, 0.4
Cc1ccc(Cl)cc1NC(=O)Cn1c(=O)n(CCC(=O)NCc2ccc3c(c2)OCO3)c(=O)c2sccc21
→ 104.0, -0.2
CC1=C(C(=O)N2CCCCC2)C(c2cccc(Cl)c2)n2c(nc3ccccc32)N1 (stereo unspecified)
→ 105.0, -0.2
O=C1c2ccccc2C(O)(c2ccccc2)N1C1CC1 (stereo unspecified)
→ 106.0, 0.5
CN(C)c1ccc(C2CC(c3ccc(Br)cc3)=NN2S(C)(=O)=O)cc1 (stereo unspecified)
→ 107.0, 1.3
COc1cc(/C=C\C(=O)OCn2nnc3ccccc3c2=O)cc(OC)c1OC
→ 102.0, 0
COc1ccc(NC(=O)c2cnc(SCC(=O)Nc3nc4ccc(C)cc4s3)n(C)c2=O)cc1
→ 112.0, 1.1
CN(C)c1ccc(/C=N/N2CC(O)=C(c3nc4ccccc4s3)C2=N)cc1
→ 98.0, -0.5
O=c1[nH]c2ccccc2n1CCCSc1nc2ccccc2[nH]1
→ 101.0, -0.2
CCOC(=O)c1c(C)[nH]c(C)c1C(=O)COC(=O)c1ccc(F)c(S(=O)(=O)N2CCOCC2)c1
→ 105.0, 0.4
COc1cccc(Cc2nc3ccccc3nc2SCC(=O)N2CCc3ccccc32)c1
→ 100.0, -1.3
O=C(CSc1nnc2ccc3ccccc3n12)c1ccccc1
→ 103.0, 0.4

Whole records as entered above:
`COc1cccc(Cc2nc3ccccc3nc2SCC(=O)N2CCc3ccccc32)c1` is listed with Polio RdRp inh = 100.0; Polio RdRp inh FP z-score = -1.3
`COc1ccccc1OC(C)C(=O)NCc1ccccc1` (stereo unspecified) is listed with Polio RdRp inh = 104.0; Polio RdRp inh FP z-score = 0.8

Continuation:
Results follow in this order: Polio RdRp inh, Polio RdRp inh FP z-score
O=C(NCc1cccs1)C1C2C=CC3(CN(Cc4cccs4)C(=O)C13)O2 (stereo unspecified)
→ 100.0, -0.1
CN(C)C(=O)CN1c2ccccc2-c2ccccc2S1(=O)=O
→ 102.0, -1
CCOC(=O)c1cccc(-c2ccc(C3C(C#N)=C(N)OC4c5ccccc5OC(=O)C43)o2)c1 (stereo unspecified)
→ 55.0, -6
O=C(O)CCCS(=O)(=O)c1ccccc1
→ 101.0, -0.4
Cc1onc(-c2ccccc2)c1C(=O)OCc1ncc(-c2ccccc2)o1
→ 106.0, 0.8
CCOc1ccc(-c2nn(CC(=O)NC3CCCC3)c3c2cnc2ccc(F)cc23)cc1
→ 109.0, 0.7
O=C(OCC(=O)N1CCN(C(=O)c2ccco2)CC1)c1ccccc1NS(=O)(=O)c1ccc(F)c(F)c1
→ 96.0, -0.3
CCc1nn(C(CC)C(=O)NCc2ccc(F)cc2)c(=O)c2cc3occc3n12 (stereo unspecified)
→ 108.0, 0.4
Cc1ccc(-c2noc(CNS(=O)(=O)c3ccc(F)cc3)n2)cc1
→ 108.0, 0
COCCN1Cc2cccc(C(=O)NCc3ccc(C)cc3)c2C1=O
→ 100.0, 0
COc1ccc(Nc2cc(C(=O)NC3CCCC3)c3ccccc3n2)cc1
→ 114.0, 1.4
O=C(Cn1c(=O)n(-c2ccccc2)c(=O)n1CC(=O)N1CCOCC1)N1CCOCC1
→ 102.0, 0.1
Cc1ccccc1NC(=O)CCCn1c(=O)c2cccn2c2ccccc21
→ 100.0, -0.8
C/C(=N\OCc1nc2c3cnn(C)c3ncn2n1)c1cccs1
→ 104.0, 0.2
CC(=O)N1CC(C)C(=O)Nc2ccccc21 (stereo unspecified)
→ 108.0, 0.4
Cc1cccc(-c2nnc3n(CCc4ccccc4)c(=O)c4ccccc4n23)c1
→ 107.0, -0.1
COC(=O)c1ccc2c(=O)n(CCN3CCOCC3)c(SCC(=O)Nc3ccccc3OC)nc2c1
→ 101.0, 0
CCN(CC)C(=O)COc1cccc2ccccc12
→ 99.0, -0.1
O=C(Nc1ccc(I)cc1)c1nsc(Cl)c1Cl
→ 102.0, 0.2
CN(C)Cc1ccccc1C(O)c1ccccc1 (stereo unspecified)
→ 101.0, 0.2
CCOC(=O)c1cc2sc(C)cc2n1CC(=O)N1CCCCC1C (stereo unspecified)
→ 104.0, 1
CC(Sc1n[nH]c(N)n1)C(=O)C12CC3CC(CC(C3)C1)C2 (stereo unspecified)
→ 102.0, -0.1
O=C(c1ccc(CSc2nc3ccncc3n2Cc2ccccc2)cc1)N1CCCCCC1
→ 108.0, -0.1
CC(=O)NC1CC(=O)N(c2ccc3c(c2)OCCO3)C1 (stereo unspecified)
→ 103.0, -0.8
O=C(COc1ccccc1C(=O)O)NC1CCCc2ccccc21 (stereo unspecified)
→ 97.0, -0.2
CC(C)CCNC(=O)c1cn(C)c2ccc(S(=O)(=O)N3CCCC3)cc2c1=O
→ 99.0, -0.9
Cn1c(=O)c2c(SCC(=O)NCc3ccco3)nc(-c3ccccc3)nc2n(C)c1=O
→ 112.0, 1
Cc1nc(-c2ccc(Cl)cc2)sc1CCNC(=O)C(=O)Nc1ccc(F)cc1F
→ 112.0, 1.3
CCCCc1nn2c(=O)cc(COC(=O)c3ccccc3NC(=O)c3cccc(C)c3)nc2s1
→ 102.0, -1
Cc1ccc(O)c(C(CC(=O)NCC2(c3ccccc3)CCOCC2)c2ccccc2)c1 (stereo unspecified)
→ 102.0, 0.1
Cc1cc(C)n2nc(C(=O)NC34CC5CC(CC(C5)C3)C4)nc2n1
→ 98.0, -0.5
CCN(C(=O)c1ccc(Br)o1)C1CCS(=O)(=O)C1 (stereo unspecified)
→ 101.0, -0.7
COC(=O)c1c(NC(=O)COc2cc(C)ccc2C(C)C)sc2c1CCC(C)C2 (stereo unspecified)
→ 104.0, 0.2
Cc1ccc(-n2c(O)c(/C=N/c3ncn[nH]3)c3ccccc3c2=O)cc1
→ 100.0, -0.4
Nc1ccccc1N1CCOCC1
→ 101.0, -0.1
CCOC(=O)C1=C(CSc2nnc(-c3cccnc3)n2Cc2ccccc2)NC(=O)NC1C (stereo unspecified)
→ 104.0, 0.2
CCN(c1ccc(OC)cc1)S(=O)(=O)c1ccc2c(c1)CC(C)N2C(=O)C1CC1 (stereo unspecified)
→ 103.0, 0.4
CN(CC(=O)Nc1ccc(Cl)cc1)S(=O)(=O)CCN1C(=O)NC2(CCCC2)C1=O
→ 103.0, -0.1
CNCC(=O)N1CCN(C)CC1
→ 105.0, 0.3
Cc1cc(C)n(N)c(=O)c1C(=O)O
→ 102.0, 0
COc1cc(Cl)c(C)cc1NC(=O)CSc1nc2c(c(=O)[nH]1)CCC2
→ 112.0, 0.9
COc1ccccc1C1(CC#N)CCOC(C)(C)C1 (stereo unspecified)
→ 101.0, -0.1
COc1ccc2nc3sc(C(=O)N4CCCC4)cc3cc2c1
→ 104.0, 0.7
CCn1c(SCC(=O)N2CCc3ccccc32)nc2cc(S(=O)(=O)N3CCCCC3)ccc21
→ 102.0, -0.2
O=S(=O)(Nn1cnnc1)c1ccccc1
→ 106.0, 0.2
CCN1C(=O)CS/C1=C(/C#N)C(N)=O
→ 99.0, 0
COc1ccc(C(=O)COC(=O)c2cccc(-n3cnnn3)c2)c(OC)c1
→ 98.0, -0.3
Cc1ccc(-c2nc(C(=O)N3CCN(Cc4ccccc4)CC3)c3n2CCCCC3)cc1
→ 102.0, 0
CCc1c(C)c2ccc(O)c(CN3CCN(c4ccc(F)cc4)CC3)c2oc1=O
→ 113.0, 1
Cc1ccc(C(=O)c2cnc3cc4c(cc3c2S(=O)(=O)c2ccccc2)OCO4)cc1C
→ 103.0, 0.4
COC(=C(C#N)C#N)c1c(-c2ccccc2Cl)noc1C
→ 104.0, 0.2
CSC(SC)=C(C#N)S(C)(=O)=O
→ 101.0, -0.2
CCS(=O)(=O)N1CCC(C(=O)NCCCN2CCN(c3ccccc3F)CC2)CC1
→ 101.0, -0.5
S=c1nc(-c2ccccc2)n(-c2ccc(Br)cc2)c2c1CCCC2
→ 104.0, 0.8
CCc1nc2nc(C)cc(Nc3cc(C)ccc3C)n2n1
→ 110.0, 1.1
Cc1ccc(CN2C(=O)C(O)(c3c[nH]c4ccccc34)c3cc(Cl)ccc32)cc1 (stereo unspecified)
→ 108.0, 0.9
Cc1cc(=O)n2c(n1)NC(=NCc1ccccc1)NC2c1cccnc1 (stereo unspecified)
→ 102.0, 0.2
CCC(c1nnc(SCc2nnc(-c3ccccc3)o2)n1Cc1ccccc1)N(C)C (stereo unspecified)
→ 103.0, 0.2
CCCCN(C)CCNC(=O)C1CCN(c2nc3ccc(CC)cc3s2)CC1
→ 108.0, 1.1
CC(C(=O)NCCCc1ccccc1)N1C(=O)C2CC=CCC2C1=O (stereo unspecified)
→ 104.0, 0.2

Additional entries:
Results follow in this order: Polio RdRp inh, Polio RdRp inh FP z-score
COc1cccc(-c2nnc(-c3ccccc3NC(=O)c3cccc(C(F)(F)F)c3)o2)c1
→ 104.0, 0
Cc1ccc(-n2ncc(C(=O)NCc3ccc4c(c3)OCO4)c2C2CCN(C(=O)OC(C)(C)C)CC2)c(C)c1
→ 114.0, 1.6
CCN(c1ccc(OC)cc1)S(=O)(=O)c1nnc(NC(=O)COc2ccc(F)cc2)s1
→ 103.0, -1.4
CC(=O)N1c2ccc(S(=O)(=O)N3CCCC3C(=O)Nc3cccc(C)n3)cc2CC1C (stereo unspecified)
→ 104.0, 1
COc1ccc(CC(=O)Nc2cc(-c3cn4cccnc4n3)ccc2OC)cc1
→ 106.0, -0.2
